Pol kappa inh: qHTS for Inhibitors of Polymerase Kappa. purified Pol kappa, fluorescent DNA synthesis assay, 10 min. Potency, µM (doses to about 107 µM), without a hit: at the highest dose activity, negative = inhibition, actives largely listed as inhibitors. 0.53% of 400,000 active; note: potency is the fitted concentration of half-maximal effect; % is set by controls: 0 for no effect and ±100 for the full control effect
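First, compounds were pin-transferred onto 10 nM Pol kappa. After 15 min at room temperature, substrate was added to 50 nM final. Fluorescence was then measured kinetically at 0 and 10 min.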
Glioma ERSR ind: qHTS for Inducers of the Endoplasmic Reticulum Stress Response (ERSR) in Human Glioma: qHTS; U87-MG GRP78 promoter luciferase reporter, 16 h; Potency, µM, without a hit: at the highest dose activation, usual class: activators; 0.02% of 420,000 active; note: potency is the fitted concentration of half-maximal effect; series mostly up to about 76 µM; % of control where 0% means no effect; nearly all actives have a fitted effect of over 35% in size
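ERSR induction read as luciferase luminescence (Bright-Glo, 10 min at room temperature) in stably transfected human U87-MG glioma cells exposed to compounds for 16 h, using GRP78 as sensor.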
Pol beta inh: qHTS Assay for Inhibitors of DNA Polymerase Beta; P06746; Pol beta primer extension/strand displacement, fluorescence kinetic; Potency, µM (doses to about 114 µM), for inactives: at the top dose activity change, negative = inhibition, hits mostly inhibitors; 1.3% of 340,000 active; AID 485314, 2010; note: potency is the fitted concentration of half-maximal effect; % is set by controls: 0 for no effect and ±100 for the full control effect
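Human Pol beta at 10 nM; strand-displacement substrate 50 nM final. Compound exposure 15 min at room temperature before start, reaction 10 min at room temperature.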
LDHA inh: qHTS assay for inhibitors of human lactate dehydrogenase | L-lactate dehydrogenase A chain (Homo sapiens), P00338 | purified LDHA, NADH/diaphorase-resazurin fluorescence; active compounds read low | activity change, % (values are at about 110 or 230 µM) | 0.15% of 480,000 active | AID 1347041, 2019; in the data active = activity change below about -30%; inconclusive = mostly about -25% to -30%;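 note: plate controls were DMSO wells for no effect and wells without enzyme for full effect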
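Human LDH5 (2 nM) was incubated with 0.06 mM NADH and 0.2 mM pyruvate for 5 min at room temperature in Tris pH 7.4. Remaining NADH was coupled through diaphorase/resazurin, and resorufin fluorescence was read at 0 and 20 min.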
BLM inh: qHTS Assay for Inhibitors of Bloom's syndrome helicase (BLM) | 0.2% of 350,000 active | Potency, µM (highest dose often 56.1 µM), for the others: top-dose activity change, negative = inhibition, actives largely listed as inhibitors | RecQ-like DNA helicase BLM (Homo sapiens), P54132 | recombinant BLM DNA unwinding, fluorescence dequenching;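 note: potency is the fitted concentration of half-maximal effect; plate controls were vehicle for no effect and no enzyme for full effect; nearly all actives have a fitted effect of over 35% in size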
Target sequence (P54132 whole entry, looked up): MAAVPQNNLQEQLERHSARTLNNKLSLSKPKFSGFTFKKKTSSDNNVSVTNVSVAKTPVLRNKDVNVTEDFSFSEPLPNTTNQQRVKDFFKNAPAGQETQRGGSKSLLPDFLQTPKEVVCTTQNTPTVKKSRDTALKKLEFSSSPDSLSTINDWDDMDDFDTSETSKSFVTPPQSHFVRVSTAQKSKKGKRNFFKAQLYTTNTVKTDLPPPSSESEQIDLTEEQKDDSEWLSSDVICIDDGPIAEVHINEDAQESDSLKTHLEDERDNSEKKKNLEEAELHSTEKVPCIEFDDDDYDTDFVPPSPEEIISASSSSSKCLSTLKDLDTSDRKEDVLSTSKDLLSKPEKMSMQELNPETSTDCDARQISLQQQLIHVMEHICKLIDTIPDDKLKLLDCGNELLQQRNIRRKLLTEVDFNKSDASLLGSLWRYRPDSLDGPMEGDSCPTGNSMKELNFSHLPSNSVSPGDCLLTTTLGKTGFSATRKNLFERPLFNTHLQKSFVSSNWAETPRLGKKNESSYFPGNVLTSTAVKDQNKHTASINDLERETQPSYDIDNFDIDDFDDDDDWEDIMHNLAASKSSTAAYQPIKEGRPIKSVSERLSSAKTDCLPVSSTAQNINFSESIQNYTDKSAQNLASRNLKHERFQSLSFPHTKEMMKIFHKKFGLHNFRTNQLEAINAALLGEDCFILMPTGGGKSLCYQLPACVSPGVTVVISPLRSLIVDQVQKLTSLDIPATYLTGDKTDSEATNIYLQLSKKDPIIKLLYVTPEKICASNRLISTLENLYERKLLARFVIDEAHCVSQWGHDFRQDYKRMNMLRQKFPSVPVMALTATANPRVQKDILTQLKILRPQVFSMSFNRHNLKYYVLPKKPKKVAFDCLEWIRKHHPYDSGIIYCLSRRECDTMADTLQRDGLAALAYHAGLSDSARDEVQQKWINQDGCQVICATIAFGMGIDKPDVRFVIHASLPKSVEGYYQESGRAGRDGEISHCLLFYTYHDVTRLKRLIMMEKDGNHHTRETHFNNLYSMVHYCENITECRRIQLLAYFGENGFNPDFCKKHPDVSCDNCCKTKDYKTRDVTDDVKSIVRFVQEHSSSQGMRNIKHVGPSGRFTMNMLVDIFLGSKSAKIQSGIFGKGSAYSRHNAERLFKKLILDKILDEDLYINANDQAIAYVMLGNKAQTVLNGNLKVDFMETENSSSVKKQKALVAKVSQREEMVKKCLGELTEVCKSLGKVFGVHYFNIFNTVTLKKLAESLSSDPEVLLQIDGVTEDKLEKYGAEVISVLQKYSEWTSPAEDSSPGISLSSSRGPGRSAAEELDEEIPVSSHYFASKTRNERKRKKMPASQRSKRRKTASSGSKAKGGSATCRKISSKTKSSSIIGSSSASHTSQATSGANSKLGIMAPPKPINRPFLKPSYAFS
POLI inh: qHTS for Inhibitors of Polymerase Iota | Pol iota fluorescent replication assay, 10 min | 1% of 390,000 active | DNA polymerase iota (Homo sapiens), Q9UNA4 | Potency, µM (doses to about 115 µM), for inactives: at the top dose activity, negative = inhibition, usual class: inhibitors; note: potency is the fitted concentration of half-maximal effect
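Pol iota at 10 nM preincubated 15 min with compounds at room temperature; reaction started with fluorescent substrate, 50 nM final. Fluorescence read kinetically at 0 and 10 min; buffer-only wells as negative control.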
APEX1 inh: qHTS Assay for Inhibitors of the Human Apurinic/apyrimidinic Endonuclease 1 (APE1) | DNA repair nuclease/redox regulator APEX1 (Homo sapiens), P27695 | recombinant APE1, TAMRA/BHQ-2 abasic DNA cleavage fluorescence | Potency, µM (series often up to 65.8 µM), inactives show top-dose activity change, negative = inhibition, actives largely listed as inhibitors | 0.35% of 350,000 active;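 note: potency is the fitted concentration of half-maximal effect; plate controls were vehicle for no effect and reference inhibitor for full effect; nearly all actives have a fitted effect of over 55% in size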
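Readout is kinetic fluorescence (ex 525, em 598 nm) from cleavage of 50 nM TAMRA/BHQ-2 THF abasic duplex by 0.75 nM APE1, compound added 15 min beforehand at RT.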
Anesthetic bind: qHTS Assay for Identification of Novel General Anesthetics. apoferritin/1-aminoanthracene competitive binding, fluorescence. Potency, µM (titrated, usually from 77.5 µM), without a hit: at the highest dose activity change, negative = displacement, hits mostly inhibitors. 0.074% of 350,000 active. AID 485281, 2010; note: potency is the fitted concentration of half-maximal effect; % is set by controls: 0 for no effect and ±100 for the full control effect; nearly all actives have a fitted effect of over 20% in size
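Horse-spleen apoferritin (10 uM) was mixed with 50% saturated 1-aminoanthracene in PBS, exposed to compounds for 10 min at room temperature, and read for fluorescence (ex 380 nm, em 535 nm). Competitive displacement was fitted with a four-parameter Hill equation.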
POLH inh: qHTS for Inhibitors of Polymerase Eta | Potency, µM (doses to about 114 µM), inactives show at the highest dose activity change, negative = inhibition, most hits filed as inhibitors | DNA polymerase eta (Homo sapiens), Q9Y253 | 1.2% of 390,000 active | AID 588591, 2011 | recombinant Pol eta, fluorescent DNA replication assay; note: potency is the fitted concentration of half-maximal effect; % is set by controls: 0 for no effect and ±100 for the full control effect
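Pol eta at 10 nM preincubated with compounds 15 min at room temperature; reaction started with fluorescent substrate (50 nM final) and read kinetically at 0 and 10 min.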
An asterisk follows results filed as active; & = joins results of further samples; [ ] = remark or other dose. Unless noted, calls come from the whole dose curve; as a rule, active = well fitted curve in the direction sought with a large enough effect; inconclusive = small, poorly fitted or top-dose-only effect, or another doubt; inactive = no such curve, though single readings can be large; an effect the other way counts as inactive or inconclusive. A portion of the library; rates above refer to the full screens.

Start of the listing, in advance:
Screening O=C(NC1CCCC1)C(c1ccncc1)N(Cc1cccs1)C(=O)c1csnn1 (stereo not given) returned Pol kappa inh -8%, Glioma ERSR ind 2%, Pol beta inh 24%, LDHA inh -1, BLM inh 2%, POLI inh 25%, APEX1 inh -2%, Anesthetic bind -15% and POLH inh inconclusive.
Screening O=C(Nc1cccc(-c2nc3cccnc3s2)c1)c1ccc(Cl)nc1 returned Pol kappa inh -16%, Glioma ERSR ind 0%, Pol beta inh -3%, LDHA inh -4, BLM inh -6%, POLI inh inconclusive, APEX1 inh 3%, Anesthetic bind -5% and POLH inh inconclusive.

Results, repeating the preview:
Screening O=C(NC1CCCC1)C(c1ccncc1)N(Cc1cccs1)C(=O)c1csnn1 (stereo not given) returned Pol kappa inh -8%, Glioma ERSR ind 2%, Pol beta inh 24%, LDHA inh -1, BLM inh 2%, POLI inh 25%, APEX1 inh -2%, Anesthetic bind -15% and POLH inh inconclusive.
Screening O=C(Nc1cccc(-c2nc3cccnc3s2)c1)c1ccc(Cl)nc1 returned Pol kappa inh -16%, Glioma ERSR ind 0%, Pol beta inh -3%, LDHA inh -4, BLM inh -6%, POLI inh inconclusive, APEX1 inh 3%, Anesthetic bind -5% and POLH inh inconclusive.
Screening O=C(OCN1C(=O)c2ccccc2C1=O)c1cccc(OC(F)F)c1 returned Pol kappa inh -5%, Glioma ERSR ind -5%, Pol beta inh 1%, LDHA inh -7, BLM inh -2%, POLI inh 34%[activator], APEX1 inh 30%, Anesthetic bind 0% and POLH inh -5%.
`COc1ccc(OCCCC(=O)NCCc2ccccc2)cc1` gave Pol kappa inh -18%, Glioma ERSR ind -4%, Pol beta inh 20%, LDHA inh -7, BLM inh 4%, POLI inh 15%, APEX1 inh -2%, Anesthetic bind 5% and POLH inh -3%.
`Fc1ccc(CN(C2=NCCN2)c2c(Cl)cccc2Cl)cc1` gave Pol kappa inh -6%[60.1 µM], Glioma ERSR ind -5%, Pol beta inh 11%[57.1 µM], POLI inh 4%[58.9 µM], APEX1 inh -4% and POLH inh -7%[57.1 µM].
Screening CCOc1ccc(NC(=O)C2CCN(c3nnc(C)c4c(C)n(-c5ccccc5)nc34)CC2)cc1 returned Pol kappa inh 9%, Glioma ERSR ind -1%, Pol beta inh 1%, LDHA inh -5, BLM inh -13%, POLI inh 18%, Anesthetic bind -1% and POLH inh -26%.
Screening COc1cc(C2NC(C(=O)O)Cc3c2[nH]c2ccccc32)cc(OC)c1OC (stereo not given) returned Pol kappa inh -6%, Glioma ERSR ind -3%&0%, Pol beta inh -11%, LDHA inh 9, BLM inh -1%[12.4 µM], POLI inh 13%, APEX1 inh -11%[12.4 µM], Anesthetic bind 13%[15.3 µM] and POLH inh -9%.
For COc1cc(NS(=O)(=O)c2cc3c(cc2C)n(C)c(=O)c(=O)n3C)cc(OC)c1 the results were Pol kappa inh -13%, Glioma ERSR ind -3%, Pol beta inh 2%, LDHA inh -1, BLM inh 4%, POLI inh -9%, Anesthetic bind -7% and POLH inh -14%.
O=C(NCCc1ccccc1)C1CCC(=O)N(Cc2cccc(C(F)(F)F)c2)C1 (stereo not given) was read as Pol kappa inh -5%, Glioma ERSR ind -5%, Pol beta inh -3%, LDHA inh -3, BLM inh -2%, POLI inh 39%[activator], APEX1 inh 19%, Anesthetic bind -13% and POLH inh -8%.
Screening Cc1cc(=O)[nH]c(SCC(=O)Nc2nnc(SCc3ccccc3)s2)n1 returned Pol kappa inh -15%, Glioma ERSR ind 3%, Pol beta inh -1%, LDHA inh -4, BLM inh -5%, POLI inh 72%[activator], APEX1 inh -1%, Anesthetic bind -20% and POLH inh 14%.
Screening COc1ccc(NC(=O)CN(C2CCCCC2)S(C)(=O)=O)cc1Cl returned Pol kappa inh -2%, Glioma ERSR ind -2%, Pol beta inh 3%, LDHA inh 1, BLM inh -3%, POLI inh 9%, APEX1 inh -1%, Anesthetic bind -12% and POLH inh -20%.
CCC(Cn1nnc2ccccc2c1=O)NC(=O)Nc1ccc(C)c(C)c1 (stereo not given) was read as Pol kappa inh -6%, Glioma ERSR ind -1%, Pol beta inh 1%, LDHA inh 1, BLM inh 1%, POLI inh inconclusive, Anesthetic bind inconclusive and POLH inh -17%.
For COc1ccc([C@@H]2[C@@H]3C(=O)N(C(C)(C)C)C(=O)[C@@H]3[C@]3(Cc4ccc(Cl)cc4)C(=O)N(c4cccc(C)c4)C(=O)N23)cc1 the results were Pol kappa inh -3%, Glioma ERSR ind -4%, Pol beta inh 44%, LDHA inh -14, BLM inh -8%, POLI inh 7%, APEX1 inh -13%, Anesthetic bind -1% and POLH inh -14%.
For CCCCN(Cc1ccco1)C(=O)Cn1ncc2c([nH]c3ccccc32)c1=O the results were Pol kappa inh 2%, Glioma ERSR ind -4%, Pol beta inh 14%, LDHA inh 2, BLM inh -4%, POLI inh 11%, Anesthetic bind 22% and POLH inh -15%.
For CCCNC(=O)C1CCC(CNS(=O)(=O)c2cccc3nsnc23)CC1 (stereo not given) the results were Pol kappa inh -7%, Glioma ERSR ind 5%, Pol beta inh 1%, LDHA inh -15, BLM inh 2%, POLI inh 23%, APEX1 inh 13%, Anesthetic bind 0% and POLH inh -4%.
Screening Cc1nn(-c2ccccc2)c(C)c1C(=O)OC(C)C(=O)NC1CCCCC1C (stereo not given) returned Pol kappa inh -6%, Glioma ERSR ind 1%, LDHA inh -3, POLI inh 33%[activator], APEX1 inh -3% and POLH inh -19%.
`Cc1ccc(S(=O)(=O)N2CCN(CC(=O)N/N=C/c3ccc(Br)s3)CC2)cc1` gave Pol kappa inh -13%, Glioma ERSR ind -3%, Pol beta inh -18%, LDHA inh -5, BLM inh -4%, POLI inh 5%, APEX1 inh -4%, Anesthetic bind -9% and POLH inh -13%.
Screening O=C(Nc1ccc(F)cc1)N1CCN(C(=O)C2CCCO2)CC1 (stereo not given) returned Pol kappa inh -2%, Glioma ERSR ind -2%, Pol beta inh 0%, LDHA inh -1, BLM inh -1%, POLI inh 8%, APEX1 inh -3%, Anesthetic bind -4% and POLH inh -3%.
COc1ccc(/C=C/c2cc(C(=O)O)c3ccccc3n2)cc1 was read as Pol kappa inh -14%, Glioma ERSR ind -10%, Pol beta inh -14%, LDHA inh -4, BLM inh 0%, POLI inh -5%, APEX1 inh -2%, Anesthetic bind 72%[activator] and POLH inh -1%.
`COc1ccc(C(CNC(=O)c2ccc(S(=O)(=O)Nc3ccccc3C)cc2)N2CCOCC2)cc1` (stereo not given) gave Pol kappa inh -4%, Glioma ERSR ind -4%, LDHA inh -5, POLI inh -2%, APEX1 inh 5% and POLH inh -21%.
Screening COC(=O)C1=C(C)NC(C)=C(C(=O)OC)C1c1ccc(C)o1 returned Pol kappa inh 4%, Glioma ERSR ind -5%, Pol beta inh 9%, LDHA inh 1, BLM inh -3%, POLI inh 38%[activator], APEX1 inh 4%, Anesthetic bind -5% and POLH inh -9%.
For Cc1cc(NC(=O)CSCC(=O)N(C)Cc2ccc(Cl)c(Cl)c2)no1 the results were Pol kappa inh 1%, Glioma ERSR ind -3%, Pol beta inh 4%, LDHA inh -4, BLM inh -7%, POLI inh 51%[activator], APEX1 inh 16%, Anesthetic bind -5% and POLH inh -2%.
For CCC(=O)N1CCN(c2ccc(NC(=O)c3c(F)c(F)c(OC)c(F)c3F)cc2)CC1 the results were Pol kappa inh 0%, Glioma ERSR ind 0%, Pol beta inh 0%, LDHA inh -7, BLM inh -7%, POLI inh 52%[activator], APEX1 inh 3%, Anesthetic bind 1% and POLH inh -13%.
For CN(c1ccccc1)S(=O)(=O)c1ccc(C(=O)Nc2nnc(C3CC3)s2)cc1 the results were Pol kappa inh 0%, Glioma ERSR ind -2%, Pol beta inh 0%, LDHA inh -2, BLM inh -2%, POLI inh -1%, APEX1 inh 3%, Anesthetic bind -7% and POLH inh -10%.
Screening Cc1ccc(-n2cc(CNCCn3nc(C)cc3C)c(-c3ccc(F)cc3)n2)cc1 returned Pol kappa inh -8%, Glioma ERSR ind -5%, Pol beta inh -2%, LDHA inh -2, BLM inh 1%, POLI inh inconclusive, APEX1 inh -1%, Anesthetic bind -14% and POLH inh -18%.
Screening COc1ccc(C(=O)NCc2nnc(SCC(=O)N3CCCC3)o2)cc1OC returned Pol kappa inh -7%, Glioma ERSR ind -3%, Pol beta inh 70%, LDHA inh -9, BLM inh 0%, POLI inh 15%, APEX1 inh -1%, Anesthetic bind -5% and POLH inh -11%.
For O=C(Nc1ccccc1)Nc1ccc2nnsc2c1 the results were Pol kappa inh -6%, Glioma ERSR ind 0%, Pol beta inh inconclusive, LDHA inh -1, BLM inh -4%, POLI inh 106%[activator], APEX1 inh -4%, Anesthetic bind -4% and POLH inh -5%.
Screening COCCn1c(SCCN2CCOCC2)nc2c1c(=O)[nH]c(=O)n2C returned Pol kappa inh -2%, Glioma ERSR ind -6%, Pol beta inh 17%, LDHA inh -5, BLM inh -2%, POLI inh 35%[activator], APEX1 inh 0%, Anesthetic bind -2% and POLH inh -11%.
O=C(COc1ccccc1)N1CCN(c2ncnc3c2cnn3-c2ccccc2)CC1 was read as Pol kappa inh -1%, Glioma ERSR ind 4%, Pol beta inh 2%, LDHA inh -4, BLM inh -2%, POLI inh 15%, APEX1 inh -3%, Anesthetic bind 9% and POLH inh -10%.
`O=C(OCn1ncc(Cl)c(Cl)c1=O)c1cccc(C(F)(F)F)c1` gave Pol kappa inh -11%, Glioma ERSR ind -16%, Pol beta inh 1%, LDHA inh 13, BLM inh 2%, POLI inh inconclusive, APEX1 inh -7%, Anesthetic bind inconclusive and POLH inh -22%.
